CRE-bla Fsk – CRE-bla signaling modulation under forskolin stimulation | CHO CRE-bla reporter (cAMP response element driving beta-lactamase), forskolin EC10, beta-lactamase ratio | Potency, µM (top dose mostly 38.2 µM), for inactives: at the highest dose activity change, negative = inhibition, most hits filed as activators | actives 2.5% (n = 71,000) | AID 662; active = well fitted activation curve with a large enough effect in the signal ratio, with a control signal flat, not every such curve was filed as active; inconclusive = small, poorly fitted or top-dose-only effect, or effect the other way, or a change in a side signal; the % refers to the signal ratio; also: potency is read from the fitted curve at half-maximal effect; % of control where 0% means no effect
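AC50 values, positive or negative, reflect shifts in EC10 NKH 477-induced CRE-bla reporter activity in CHO cells. Incubation lasted 3 h at 37 °C before CCF4 substrate (2 h, room temperature) and ratiometric 460/530 nm reading.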
USP2a inh – USP2a (human) protease inhibition; actives 0.1% (n = 60,000); Potency, µM (titrated, usually from 38.3 µM), for inactives: at the top dose activity change, negative = inhibition, most hits filed as inhibitors; O75604; USP2a enzymatic assay, qHTS inhibition;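 also: potency is read from the fitted curve at half-maximal effect; nearly all actives have a fitted effect of over 60% in size; plate controls were DMSO for no effect and NEM full inhibition control for full effect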
Target sequence (O75604 whole entry, looked up): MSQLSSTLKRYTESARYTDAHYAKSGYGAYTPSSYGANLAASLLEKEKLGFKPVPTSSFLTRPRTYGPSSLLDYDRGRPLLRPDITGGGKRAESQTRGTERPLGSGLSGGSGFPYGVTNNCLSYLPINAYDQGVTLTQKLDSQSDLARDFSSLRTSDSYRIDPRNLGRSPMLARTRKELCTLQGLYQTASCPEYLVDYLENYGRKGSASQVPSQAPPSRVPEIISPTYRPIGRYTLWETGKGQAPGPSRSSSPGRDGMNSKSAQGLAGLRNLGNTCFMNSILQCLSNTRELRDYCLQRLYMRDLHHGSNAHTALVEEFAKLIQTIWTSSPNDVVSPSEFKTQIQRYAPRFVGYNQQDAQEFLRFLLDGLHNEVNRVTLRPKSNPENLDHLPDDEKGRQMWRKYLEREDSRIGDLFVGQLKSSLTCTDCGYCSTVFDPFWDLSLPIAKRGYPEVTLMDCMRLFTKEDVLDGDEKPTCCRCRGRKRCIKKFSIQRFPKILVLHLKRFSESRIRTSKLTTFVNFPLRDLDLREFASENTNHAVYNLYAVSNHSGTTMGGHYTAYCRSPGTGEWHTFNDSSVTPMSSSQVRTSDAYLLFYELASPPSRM
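USP2 core (20 nM final) was preincubated with compound for 30 min at RT in 20 mM Tris-HCl pH 8.0, 2 mM CaCl2, 2 mM beta-mercaptoethanol; Ub-PLA2 (20 nM) plus NBD C6-HPC (20 uM) then added, fluorescence read after 2.5 h.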
BRCT PPI red – inhibitors of human BRCA1 BRCT-phosphoprotein interaction (red fluorophore). Potency, µM (doses to about 76.9 µM), for inactives: at the top dose activity change, negative = inhibition, hits mostly inhibitors. actives 0.03% (n = 75,000). P38398. BRCT-phosphopeptide binding, red fluorescence polarization. AID 892; also: % is scaled to controls: 0 for no effect and ±100 for the full control effect
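Rhodamine-labelled pBACH1 10-mer (100 nM) bound to BRCT domain (100 nM) at pH 7.3; compounds incubated 12 min room temperature, polarization read. Free peptide defines full inhibition; unlabelled decapeptide titrated as control.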
HADH2 inhib – HADH2 (human) dehydrogenase inhibition. recombinant HADH2, NADH fluorescence, beta-hydroxybutyryl-CoA. actives 3.4% (n = 73,000). Potency, µM (series often up to 57.1 µM), for inactives: at the highest dose activity change, negative = inhibition, most hits filed as inhibitors. AID 886; also: potency is read from the fitted curve at half-maximal effect; % is scaled to controls: 0 for no effect and ±100 for the full control effect; nearly all actives have a fitted effect of over 60% in size; many of its hits are not listed in these tables
Target sequence (Q99714 whole entry, looked up, one chain of several): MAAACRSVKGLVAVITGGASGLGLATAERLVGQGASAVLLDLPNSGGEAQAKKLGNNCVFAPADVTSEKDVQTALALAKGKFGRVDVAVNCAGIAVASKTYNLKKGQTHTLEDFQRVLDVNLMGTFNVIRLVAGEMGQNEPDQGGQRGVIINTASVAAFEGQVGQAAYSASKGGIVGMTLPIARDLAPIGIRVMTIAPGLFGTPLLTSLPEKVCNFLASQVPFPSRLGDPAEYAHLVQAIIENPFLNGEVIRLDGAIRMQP
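20 nM HADH2 + cpd, 15 min RT; add 1 mM NAD+/90 uM beta-hydroxybutyryl-CoA; kinetic fluorescence 360/450 nm, 4 min. Tris-HCl pH 9.0, 0.01% Tween-20.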
BRCT inh green – blocks human BRCA1 BRCT binding to phosphopeptide, green readout; BRCA1 BRCT-phosphopeptide binding, green fluorescence polarization; Potency, µM (highest dose often 76.9 µM), without a hit: at the top dose activity change, negative = inhibition, hits mostly inhibitors; actives 0.05% (n = 75,000); AID 875;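 also: potency is read from the fitted curve at half-maximal effect; plate controls were peptide without protein for full effect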
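Fluorescence polarization: His-tagged BRCT (~35 kDa BRCA1 C-terminus, 250 nM) bound to 100 nM fluorescein-labeled phosphorylated 10-aa BACH1 peptide, pH 7.3 phosphate buffer with DTT and Tween 20. Compounds incubated 12 min at room temperature; inhibition read as lowered polarization.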
Hsp90 Hop PPI – changes Hsp90-Hop TPR2A binding signal, up or down. actives 0.44% (n = 71,000). Potency, µM (titrated, usually from 57 µM), without a hit: top-dose activity change, negative = inhibition. AlphaScreen TPR2A-His6 binding biotin-Hsp90 C-terminal peptide; active = well fitted curve in either direction with a large enough effect; inconclusive = small, poorly fitted or top-dose-only effect, or another doubt; also: potency is read from the fitted curve at half-maximal effect; % is scaled to controls: 0 for no effect and ±100 for the full control effect; many of its hits are not listed in these tables
DNA Pol III inh – blocks replication by bacterial DNA polymerase III holoenzyme. reconstituted DNA polymerase III holoenzyme replication, biochemical. Potency, µM (highest dose often 57.1 µM), for inactives: at the top dose activity change, negative = inhibition. actives 0.25% (n = 71,000); also: potency is read from the fitted curve at half-maximal effect; % is scaled to controls: 0 for no effect and ±100 for the full control effect
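Reconstituted *E. coli* holoenzyme (0.35 nM Pol III, 1 nM beta, 154 nM SSB, 2 nM primase) was preincubated with compound for 15 min at RT. Synthesis on 1.4 nM ssM13Gori ran 35 min, then was stopped with PicoGreen/EDTA and read as dsDNA fluorescence.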
15-hLO inh – 15-hLO (ALOX15) enzyme inhibition; P16050; purified 15hLO-1, xylenol orange hydroperoxide absorbance; Potency, µM (titrated, usually from 57.1 µM), inactives show at the top dose activity change, negative = inhibition, usual class: inhibitors; actives 1.4% (n = 74,000); AID 887; also: potency is read from the fitted curve at half-maximal effect; % is scaled to controls: 0 for no effect and ±100 for the full control effect; nearly all actives have a fitted effect of over 55% in size
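40 nM 15hLO-1 + cpd, 15 min RT; start w/ 50 uM AA (final), 6 min RT; stop/detect w/ 200 uM XO + 300 uM Fe(II) in 50 mM H2SO4, 30 min; A573/A405. Buffer 25 mM Hepes pH 7.5, 0.01% Triton X-100. No-enzyme wells as negative control.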
HBB splice mod – alters splicing of the hemoglobin beta chain; HBB splicing reporter cell assay, activation; EGFP reporter with mutant IVS2-654 intron; response scale: normalised to 500 nM splice-correcting PNA; Potency, µM (top dose mostly 46.1 µM), without a hit: top-dose activation, most hits filed as activators; actives 0.06% (n = 65,000); also: potency is read from the fitted curve at half-maximal effect; 0% is about no effect
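Compounds were applied for 2 days to HeLa EGFP-654 cells, 500/well in Optimem with 2% FCS. The reporter's EGFP is disrupted by mis-splicing of beta-globin intron IVS2-654. Readout: summed well GFP fluorescence from 488 nm laser scanning; reference was 500 nM antisense […] 654 PNA.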
Ub-GFP proteasome – inhibits proteasome, raising ubiquitin-GFP reporter fluorescence; 67,000 tested, under 10 active; Ubiquitin-GFP reporter cells, proteasome inhibition, GFP fluorescence; response scale: untreated = 0%, 10 µM MG-132 = 100%; Potency, µM (highest dose often 45.9 µM), for the others: at the highest dose activation (GFP accumulation), most hits filed as activators; active = well fitted activation curve with a large enough effect, not every such curve was filed as active; inconclusive = small, poorly fitted or top-dose-only effect, or another doubt; inactive = no such curve, though single readings can be large or run the other way; also: potency is read from the fitted curve at half-maximal effect
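U2OS Ub(G76V)-GFP reporter; O/N plating, 0.5% FBS; cpd 46 uM–2.9 nM, 4 h, 37 °C; GFP+ cell count, 488/515 nm; norm. to basal vs 10 uM MG-132; CRC fit.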
Epigenetic mod – epigenetic GFP locus derepression in mouse cells; mouse C127i GFP locus derepression, cytometry, 30 h; Potency, µM (titrated, usually from 46.1 µM), for inactives: at the highest dose GFP derepression (activation); actives 0.09% (n = 68,000); also: % of control where 0% means no effect
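Locus derepression in mouse mammary C127i cells whose integrated CMV-GFP reporter is normally silent; GFP expression after 30 h compound treatment was quantified by counting fluorescent cells.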
* marks the source's active call; other numbers are inactive results; ? = inconclusive; . = no result given; & = joins results of further samples; [ ] = another dose, or the depositor's remark. Unless noted, calls follow the shape of the dose curve; as a rule, active = well fitted curve in the direction sought with a large enough effect; inconclusive = small, poorly fitted or top-dose-only effect, or another doubt; inactive = no such curve, though single readings can be large; an effect the other way counts as inactive or inconclusive. A portion of the library. The share of hits here may be higher or lower than overall.

SMILES,CRE-bla Fsk,USP2a inh,BRCT PPI red,HADH2 inhib,BRCT inh green,Hsp90 Hop PPI,DNA Pol III inh,15-hLO inh,HBB splice mod,Ub-GFP proteasome,Epigenetic mod
CC(C)(C)C(=O)CN1C(=O)C2(OCCO2)c2ccccc21,1%,.,0.4%,-6%,0.1%,-1%,-4%,18%,-0.6%[57.5 µM],4%,-1%
Cc1nc(=O)c(-c2ccccc2)c(C)n1CC1CCCO1 (configuration not stated),?,2%[7.66 µM],-2.4%,1%[11.4 µM],0.8%,-17%[11 µM],3%[11.4 µM],9%[11.4 µM],-1.1%[0.0738 µM],17%[9.17 µM],-2%
Cc1nc(CC(=O)Nc2nc(C(C)(C)C)cs2)cs1,-1%,5%,0.0%,15%,-0.2%,0%,-4%,6%,-0.2%[57.5 µM],0%,-2%
CCOC(=O)N1CCC(N2CCN(c3cc(C)ccc3C)CC2)CC1,?,14%[7.66 µM],-0.4%,0%[11.4 µM],1.5%,-7%[11 µM],-2%[11.4 µM],3%[11.4 µM],-1.3%[0.0738 µM],5%[9.17 µM],2%
CCOC(=O)c1cnc2c(C(=O)OC)cccc2c1NCCN1CCOCC1,?,2%,0.7%,-6%,0.8%,-3%,-9%,4%,8.5%,3%,6%
CN1C(=O)NC(c2ccccc2)C2=C1CN(Cc1ccco1)C2=O (configuration not stated),-4%,.,-1.0%,-7%,-2.4%,-4%,-2%,-10%,0.4%,-6%,0%
O=S(=O)(Nc1cccnc1)c1ccc(Cl)c(C(F)(F)F)c1,13%,6%,1.6%,6%,0.3%,-3%,-10%,7%,1.3%,6%,6%
CCN(CC)C(=O)CSc1nc2ncc(Cl)cc2[nH]1,-2%,3%,0.6%,-13%,-1.1%,1%,1%,0%,0.4%[57.5 µM],8%,0%
c1ccc(CNn2nnnc2-c2ccccc2)cc1,-2%,-1%,-0.1%,-2%,-1.7%,-2%,-1%,0%,-0.8%,1%,7%
CCOC(=O)c1ccc(NC(=O)NC(C)C2CCCO2)cc1 (configuration not stated),1%,3%,2.1%,16%,-2.0%,1%,0%,6%,-0.6%,-5%,-2%
Cc1ncc([N+](=O)[O-])n1CCO,-3%,6%,-2.5%,-8%,-4.0%[3.08 µM],-7%,5%,-9%,-0.1%,4%[20.5 µM],-2%&7%[20.6 µM]
NC(=O)c1cccc(S(=O)(=O)N2CC(c3ccccc3)CC2=O)c1 (configuration not stated),-6%,.,0.0%,4%,-2.0%,-3%[2.3 µM],0%,-5%,-0.8%,-6%,.
CC(=O)Nc1ccc(Cl)cc1C(=O)O,-7%,2%,-1.0%,-1%,-2.5%,1%,2%,-4%,-0.9%,8%,4%
COc1ccc(S(=O)(=O)Nc2ccc(O)c3ccccc23)cc1,-8%,-3%,-1.0%,1µM*,-1.3%,-10%,-17%,?,-1.1%,-6%,-3%
COc1ccc(NC(=O)CCN2CCCCC2)cc1,?,11%,0.8%,-4%,-1.4%,6%,2%,?,.,-7%,1%
CNc1nc2sc3c(c2c(=O)n1C)CC(C)(C)SC3,13µM*,16%,-0.2%,23%,-11%,-1%,-5%,?,4.4%,5%,5%
COC(=O)c1ccc(OC)c(CSc2nnc(COc3ccc(Cl)cc3)o2)c1,?,-2%,0.3%,-8%,1.1%,?,-1%,-14%,-0.8%,-6%,2%
CC(=O)Nc1ccc(S(=O)(=O)NCCc2csc(C)n2)cc1,-3%,3%,0.3%,-18%,-2.0%,-3%,-4%,2%,3.1%,3%,2%
Cc1cc(Cl)c(OCCCn2cncn2)c(Br)c1,7%,3%,1.0%,2%,-5.5%,-4%,-6%,16%,-0.4%,3%,0%
C=CCn1c(SCCCc2ccccc2)nc2c1c(=O)[nH]c(=O)n2C,?,.,-0.6%,-16%,0.9%,-6%,-5%,-18%,-1.1%,0%,.
COc1ccc(S(=O)(=O)N[C@@H](CC(C)C)C(=O)O)cc1,-1%,2%,-0.4%,0%,0.0%,1%,1%,11%,-1.0%,8%,0%
CC(=O)Nc1cccc(-c2nc3ccccc3c(=O)o2)c1,-2%,10%,4.3%,-2%,-0.9%,-5%,0%,2%,3.7%,5%,-3%
Cc1nc2nc(SCC(=O)NCc3ccco3)nn2c(C)c1Cc1ccccc1,-8%,-5%,-1.4%,-4%,0.0%,-2%,-6%,-8%,-1.6%,-13%,-1%
O=C(c1cc(C(F)(F)F)cc(C(F)(F)F)c1)N1CCC2(CC1)CN(c1ccncc1)C2,7%,-25%,-0.3%,-3%,-2.0%,1%,-1%,-2%,2.2%,-6%,0%[9.22 µM]
Cn1c(=O)c2c(nc(Oc3ccc(-c4ccccc4)cc3)n2C)n(C)c1=O,6%,3%,-0.4%,8%,0.2%,-2%,-7%,7%,1.6%,0%,-4%
COc1ccc(CNC(=O)C2CC(c3ccc(F)cc3)=NO2)cc1 (configuration not stated),?,2%,0.5%,8%,-0.1%,-4%,-2%,4%,-2.1%,1%,3%
O=C(N/N=C1/C[C@@H](O)[C@@H](O)[C@@H]2[C@@H]3C(=O)N(C4CCCCC4)C(=O)[C@H]3CC[C@H]12)OCc1ccccc1,.,.,-0.8%[15.4 µM],2%[11.4 µM],-1.5%[15.4 µM],.,.,8%[11.4 µM],0.4%[9.22 µM],.,.
CCCC1(C(=O)OC)C=C2C(=C(C)C(=O)C2C)CN1 (configuration not stated),-5%,.,0.2%,-6%,-7.6%,-3%,-3%,.,-0.9%,.,.
CN1CCN(c2cc(-c3ccoc3)ncn2)CC1,-1%,-2%,1.5%,?,0.0%,-3%,-5%,?,-2.2%,-3%,0%[9.22 µM]
CC(=O)N1CCCc2cc(S(=O)(=O)N(CC(C)C)CC(C)C)ccc21,-14%,17%,0.8%,-1%,-0.5%,3%,-7%,1%,-0.6%,-7%,0%
COc1ccc(N2C(=O)C(Cl)=C(N3CCCC3)C2=O)cc1,0%,1%,-1.4%,?,0.3%,-12%,-3%,-6%,.,-2%,-2%
CCOc1ccc(OC(=O)c2cccnc2)cc1,9%,8%,-2.4%,2%,-1.2%,1%,-10%,2%,-0.8%,-7%,1%
Cc1noc(C)c1S(=O)(=O)N1CCC(C(=O)N2CCN(c3ccccc3Cl)CC2)CC1,-12%,32%[activator],-0.7%,0%,-3.1%,1%,11%,-4%,0.9%,-2%,-1%
Cc1cc(Nc2cccc(C)c2C)n2nc(C)nc2n1,?,.,-1.2%,-1%,-0.6%,0%,-3%,6%,0.2%,23%,0%
CCOC(=O)O[C@@H](C)OC(=O)[C@@H]1N2C(=O)[C@@H](NC(=O)[C@@H](N)c3ccccc3)[C@H]2SC1(C)C,-2%[17.1 µM],3%[17.1 µM],-0.8%[34.4 µM],0%[25.6 µM],-3.4%[34.4 µM],-5%[26 µM],-3%[25.6 µM],2%[25.6 µM],0.5%[20.6 µM],9%[20.5 µM],-2%[20.6 µM]
O=c1c2ccccc2nc(SCc2nnc(-c3ccccc3Br)o2)n1Cc1ccco1,?,34%[activator],0.1%,-8%,2.3%,6%,4%,-16%,-0.3%[57.5 µM],-2%,0%
CCOc1cc(C)nc(Oc2ccc(=O)[nH]n2)n1,0%,4%,0.1%,-3%,0.7%,-3%,-1%,-12%,-0.3%,4%,2%
O=C(NCCSCc1ccco1)c1ccc(CN2CCOCC2)cc1,-3%,-9%,0.4%,-3%,-2.2%,-3%,2%,-4%,0.1%[9.22 µM],-1%,0%
COc1ccc2[nH]cc(CCNc3ncncc3-c3cccc(C#N)c3)c2c1,7%,100%[activator],0.5%,8%,0.2%,-9%,-4%,8%,-0.1%,-7%,5%[9.22 µM]
CCn1nnc(NC(=O)COc2cc(C)ccc2C(C)C)n1,-2%,4%,0.4%,11%,-6.1%,?,-11%,-2%,-0.7%,0%,0%
COc1cc(CSc2ncn[nH]2)c(OC)cc1CSc1ncn[nH]1,0%,6%,-1.0%,4%,-3.0%,-1%,0%,6%,-0.1%[57.5 µM],1%,-3%
COc1ccc(NC2CS(=O)(=O)CC2NCc2ccco2)cc1 (configuration not stated),-3%,32%[activator],0.0%,-2%,-1.4%,-10%,-12%,16µM*,-2.7%,-2%,-1%
